# Bioassay records as filed in PubChem.
# PvdQ inh: P. aeruginosa PvdQ acylase inhibitors, primary screen, biochemical, fluorescence, plate reader and imaging, single point. purified PvdQ acylase. inhibition, % at 10 µM. actives 0.063% (n = 340,000); in the data active = inhibition above about 30%, passing the limit was not always enough;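 also: 0% = vehicle neutral wells and 100% = reference inhibitor wells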
# NSD2 inh: NSD2 histone methyltransferase inhibitors, primary screen, biochemical, AlphaScreen, single concentration, set 2; Histone-lysine N-methyltransferase NSD2 (Homo sapiens), O96028; inhibition, % at 12.5 µM; NSD2 peptide methylation, 120 min; actives 0.54% (n = 310,000); in the data active = inhibition above about 50%
# PKA-R2B activ: activators of PKA-R2B holoenzyme, primary screen, biochemical, fluorescence polarization, Cy5-IP20, human; cAMP-dependent protein kinase catalytic subunit beta (Homo sapiens) + cAMP-dependent …; PKA-R2B holoenzyme dissociation; R2B truncated from residue 108, S112A mutant; 0% DMSO only, 100% 113 µM cGMP; activation, % at 11.4 µM; actives 0.079% (n = 340,000); AID 504700, 2011;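 active = activation above a cutoff set at the mean over all compounds plus 3 SD, cut at about 18% in these data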;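 also: higher means more holoenzyme dissociation and a rise in polarization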
# Target sequence (P31323 whole entry, looked up, other chains not shown, the tested form may be a part): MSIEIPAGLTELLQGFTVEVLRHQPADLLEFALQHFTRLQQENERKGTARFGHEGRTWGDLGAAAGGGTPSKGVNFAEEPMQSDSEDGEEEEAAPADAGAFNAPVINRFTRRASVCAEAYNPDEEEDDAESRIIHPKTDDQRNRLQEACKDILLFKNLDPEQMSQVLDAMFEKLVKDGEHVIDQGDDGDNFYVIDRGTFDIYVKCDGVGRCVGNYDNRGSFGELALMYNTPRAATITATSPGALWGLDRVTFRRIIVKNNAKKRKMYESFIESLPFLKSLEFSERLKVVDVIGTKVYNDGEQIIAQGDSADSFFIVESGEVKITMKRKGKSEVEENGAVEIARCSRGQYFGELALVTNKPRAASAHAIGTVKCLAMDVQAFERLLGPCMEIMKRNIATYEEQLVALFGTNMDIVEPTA
# Arrestin-AP2 inh: inhibitors of beta-arrestin/AP2 binding, primary screen, biochemical, GPCR trafficking, flow cytometry. beta-arrestin 1 C-terminal peptide binding to AP2 beta2-adaptin appendage (human). FITC-arrestin peptide / GST-AP2 beads; AP2 beta2 appendage carries R879A mutation. inhibition, % at 10 µM. actives 0.31% (n = 340,000). AID 504490, 2011;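 active = inhibition above a set limit, near 3 SD of compounds lacking own fluorescence, cut at about 54% in these data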;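 also: plate controls were DMSO wells for no effect and 5 µM unlabelled arrestin peptide for full effect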
#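 system = GST-tagged AP2 beta2-adaptin appendage (R879A) on 4 µm glutathione beads | reagent = FITC-labelled arrestin peptide probe, 50 nM final | schedule = compound with beads 12 min RT, then probe 1 h RT | signal = HyperCyt-sampled flow cytometry, FL1 channel, ex 488/em 535 nm | read-out = percent response from loss of bead-bound FITC fluorescence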
# Keap1-Nrf2 PPI: Keap1-Nrf2 protein-protein interaction inhibitors, primary screen, biochemical, fluorescence polarization, single point | Kelch-like ECH-associated protein 1 (Homo sapiens), Q14145 | Keap1 Kelch-Nrf2 peptide fluorescence polarization, 1536-well | inhibition, % at 9.4 µM | actives 0.15% (n = 340,000); in the data active = inhibition above about 12%;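 also: human Keap1 Kelch domain with fluorescein labeled Nrf2 9mer peptide probe; 0% = neutral control wells and 100% = peptide positive control; higher means more block of Keap1 binding to Nrf2 peptide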
# Target sequence (Q14145 whole entry, looked up, the tested form may be a part): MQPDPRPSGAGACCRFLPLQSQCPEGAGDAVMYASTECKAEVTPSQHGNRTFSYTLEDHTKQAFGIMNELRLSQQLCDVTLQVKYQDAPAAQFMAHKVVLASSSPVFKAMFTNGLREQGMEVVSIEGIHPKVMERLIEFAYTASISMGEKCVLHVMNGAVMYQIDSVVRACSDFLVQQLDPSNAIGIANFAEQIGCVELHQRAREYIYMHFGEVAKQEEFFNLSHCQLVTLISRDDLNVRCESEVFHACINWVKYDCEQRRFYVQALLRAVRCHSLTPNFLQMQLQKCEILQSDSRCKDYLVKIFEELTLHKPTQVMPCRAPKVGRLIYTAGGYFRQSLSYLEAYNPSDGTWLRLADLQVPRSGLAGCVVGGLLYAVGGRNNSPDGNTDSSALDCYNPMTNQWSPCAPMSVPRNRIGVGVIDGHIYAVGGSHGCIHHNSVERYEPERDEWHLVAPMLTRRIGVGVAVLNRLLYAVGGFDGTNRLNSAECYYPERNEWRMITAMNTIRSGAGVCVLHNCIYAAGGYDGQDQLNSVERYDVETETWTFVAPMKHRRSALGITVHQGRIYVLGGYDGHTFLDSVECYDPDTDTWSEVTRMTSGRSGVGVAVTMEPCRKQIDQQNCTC
# SR-BI HDL uptake: inhibitors of SR-BI mediated HDL lipid uptake, primary screen, ldlA[mSR-BI] cells, fluorescence, single point; actives 0.96% (n = 320,000); AID 488896, 2010; ldlA[mSR-BI] CHO cells, DiI-HDL uptake fluorescence, 3 h; Scavenger receptor class B member 1 (Mus musculus), Q61009; inhibition, % at 12.5 µM;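 active = mean replicate inhibition of at least 70% and a set share of replicates each scoring 70 or more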;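 also: 0% = median of neutral control wells and 100% = median of positive control wells; values of inactives mirror those of a sister screen read the other way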
# DAGLB inh: DAGLB lipase inhibitors, primary screen, biochemical, fluorescence, HTS; Diacylglycerol lipase-beta (Homo sapiens), Q8NCG7; HEK293T DAGLB membrane lysate, EnzChek fluorogenic substrate; inhibition, % at 5.17 µM; actives 0.059% (n = 340,000); in the data active = inhibition above about 34%;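 also: 0% = enzyme with vehicle and 100% = wells lacking enzyme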
# LANA DNA inh: inhibitors of KSHV C-LANA binding to DNA, primary screen, biochemical, fluorescence polarization, FAM-LBS DNA, MBP-C-LANA, single point; inhibition, % at 9 µM; actives 0.078% (n = 340,000); AID 504423, 2011;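 active = highest replicate inhibition at or above 60% at 9 µM, even if other replicates fall short; inactive = all replicates below 60% inhibition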;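 also: 0% = neutral control wells and 100% = 4 µM acridine orange control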
# RTF Ca sens inh: cardiac RTF calcium sensitivity inhibitors, primary screen, biochemical, IANBD-TnC fluorescence, EC70 calcium; AID 493244, 2011; actives 0.12% (n = 340,000); IANBD-labeled cardiac RTF, Ca2+ fluorescence; inhibition, % at 7.15 µM; Troponin I, cardiac muscle (Homo sapiens) + Troponin T, cardiac muscle (Homo sapiens) + …;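 active = inhibition above the mean inhibition of all tested compounds plus 3 SD, cut at about 17% in these data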;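 also: assay run at fixed EC70 calcium of 1.6 mM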
# SR-BI uptake up: activators of SR-BI mediated DiI-HDL uptake, primary screen, ldlA[mSR-BI] CHO cells, DiI fluorescence | 3 h; 100 = double the neutral-control signal | activation, % at 12.5 µM | actives 0.096% (n = 320,000);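 active = mean replicate activation of at least 60% and every replicate at or above 60%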;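 also: 0% = median plate neutral-control signal and 100% = twice that signal; values of inactives mirror those of a sister screen read the other way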
#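 Assay system: LDL receptor-deficient CHO ldlA cells overexpressing murine SR-BI / Medium: BSA-supplemented, HEPES-buffered Ham's F12, pH 7.4 / Probe or stimulus: DiI-labelled HDL at 10 µg/mL final / Timing: compound with DiI-HDL co-incubation, 3 h at 37 °C / Technique: bottom-read cell fluorescence after medium removal, ex 550/em 595 nm / Measure: HDL uptake via cellular fluorescence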
# An asterisk follows results filed as active; . = not tested or not shown. This is a random part of the collection. Share with any hit: about 2.1%.
# Start of the data: the first 3 records (preview)
1) CC(C)(C)NC(=O)NC(=O)CN1CCN(c2ccccc2)CC1
2) COc1ccc(-c2csc3ncn(-c4ccccc4OC)c(=O)c23)cc1OC
3) CCOC(=O)c1ccccc1NC(=O)CSC(C)C(=O)Nc1cc(C)on1 (centres undefined)
assay / entry	1	2	3
PvdQ inh	-6	-3	-16
NSD2 inh	26	41	2
PKA-R2B activ	-8	3	-3
Arrestin-AP2 inh	-6	35	-4
Keap1-Nrf2 PPI	-1	2	-9
SR-BI HDL uptake	-3	31	-19
DAGLB inh	-3	5	1
LANA DNA inh	-0.2	0.3	0.4
RTF Ca sens inh	3	1	-12
SR-BI uptake up	3	-31	19

# This part in full, previewed entries included:
1) CC(C)(C)NC(=O)NC(=O)CN1CCN(c2ccccc2)CC1
2) COc1ccc(-c2csc3ncn(-c4ccccc4OC)c(=O)c23)cc1OC
3) CCOC(=O)c1ccccc1NC(=O)CSC(C)C(=O)Nc1cc(C)on1 (centres undefined)
4) C=CCn1c(SCC(=O)Nc2ccc(C(=O)OCC)cc2)nnc1-c1sc(N)nc1C
5) C=CCN1C(=O)c2ccc(C(=O)Nc3ccccn3)cc2C1=O
6) c1cncc(-c2nnc(SCc3cccc4ccccc34)o2)c1
7) Cc1nc2ccccc2n2c(-c3ccccc3)c3c(=O)n(C)c(=O)n(C)c3c12
8) CCn1nc(C)c(/C=N\NC(=O)c2cccc(OC)c2)c1C
assay / entry	1	2	3	4	5	6	7	8
PvdQ inh	-6	-3	-16	-11	6	-6	-8	-8
NSD2 inh	26	41	2	-1	-2	.	0	-2
PKA-R2B activ	-8	3	-3	-4	-7	-4	-10	-1
Arrestin-AP2 inh	-6	35	-4	4	8	-2	-1	2
Keap1-Nrf2 PPI	-1	2	-9	-1	-3	2	-1	1
SR-BI HDL uptake	-3	31	-19	20	-13	24	23	12
DAGLB inh	-3	5	1	-1	0	-6	1	-1
LANA DNA inh	-0.2	0.3	0.4	0.3	0.2	0.4	-0.9	0.2
RTF Ca sens inh	3	1	-12	-4	0	-1	-3	-2
SR-BI uptake up	3	-31	19	-20	13	-24	-23	-12

9) COc1ccc(C)cc1S(=O)(=O)N1CCN(C/C=C/c2ccccc2)CC1
10) O=C(OCc1cc(=O)n2ccsc2n1)c1ccc(OC(F)F)cc1
11) O=C(O)C1CC=CCC1C(=O)Nc1cc(Cl)ccc1Cl (centres undefined)
12) COC(=O)c1cccc(C23CC4(C2)[C@H](CN(Cc2ccc(C(F)(F)F)cc2)[C@@H]4c2ccccc2)C3c2ccccc2)c1 (some centres undefined)
13) Cc1cccc(NCC(=O)N/N=C\c2cccc(Oc3ccccc3)c2)c1
14) Cc1ccc(NS(=O)(=O)Cc2ccccc2)cc1Cl
15) Cc1ccc(NC(=O)CCC(=O)c2cccs2)cc1
16) CCN=C1SC(CC(=O)NCc2ccccc2)C(=O)N1CC (centres undefined)
assay / entry	9	10	11	12	13	14	15	16
PvdQ inh	-2	-6	-13	-1	-2	-18	9	-13
NSD2 inh	18	-1	5	.	0	2	0	-1
PKA-R2B activ	-3	-6	6	1	-16	0	-9	-4
Arrestin-AP2 inh	15	28	0	-7	5	3	20	4
Keap1-Nrf2 PPI	5	-1	-3	-5	3	-4	2	-2
SR-BI HDL uptake	23	-3	-18	-4	8	3	-2	10
DAGLB inh	2	1	1	-6	-4	-4	-3	-3
LANA DNA inh	0.2	-1.7	-0.3	-0.2	-1.0	1.4	0.9	1.0
RTF Ca sens inh	-5	-15	1	0	5	-2	-6	-6
SR-BI uptake up	-23	3	18	4	-8	-3	2	-10

# The list goes on, overlapping the part above by 3 compounds.
14) Cc1ccc(NS(=O)(=O)Cc2ccccc2)cc1Cl
15) Cc1ccc(NC(=O)CCC(=O)c2cccs2)cc1
16) CCN=C1SC(CC(=O)NCc2ccccc2)C(=O)N1CC (centres undefined)
17) O=C(COc1ccccc1Cl)NC(=S)Nc1ccccc1N1CCCC1
18) CC(C)OC(=O)CSc1nnc(Cc2ccccc2)n1Cc1ccco1
19) Cc1ccc2oc(=O)n(Cc3ccccc3OC(C)C)c2c1
20) COc1cc(C(=O)NCC(c2ccc(F)cc2)N2CCOCC2)ccc1OCc1ccccc1Cl (centres undefined)
21) CC1Cc2ccccc2N1C(=O)CSc1nncn1C (centres undefined)
22) CCC(C)NC(=O)Cn1cnc2sc(C)c(S(=O)(=O)N3CCN(c4ccccc4OC)CC3)c2c1=O (centres undefined)
23) CCOC(=O)c1c(C)[nH]c(C)c1S(=O)(=O)N(C)CC(=O)Nc1ccccc1F
24) CC(=O)N/C(=C\c1ccccc1)C(=O)OCc1ccccc1
assay / entry	14	15	16	17	18	19	20	21	22	23	24
PvdQ inh	-18	9	-13	-8	-12	-5	-11	3	7	8	-6
NSD2 inh	2	0	-1	.	24	-2	1	-3	0	8	-6
PKA-R2B activ	0	-9	-4	6	-1	-4	-4	6	-2	-17	3
Arrestin-AP2 inh	3	20	4	-6	-4	-7	-14	9	10	6	-12
Keap1-Nrf2 PPI	-4	2	-2	-6	-5	-4	1	-2	-4	5	3
SR-BI HDL uptake	3	-2	10	49	8	20	70	2	.	-17	9
DAGLB inh	-4	-3	-3	-7	-4	-7	1	0	-2	2	-1
LANA DNA inh	1.4	0.9	1.0	1.3	0.6	0.4	0.2	-0.2	-1.0	-0.2	1.9
RTF Ca sens inh	-2	-6	-6	-3	-8	-11	7	3	0	3	1
SR-BI uptake up	-3	2	-10	-49	-8	.	-70	-2	.	17	-9

25) CC(C)(O)/C=C/C(=O)[C@](C)(O)C1[C@H](O)C[C@@]2(C)C3CC=C4C(C=C(O[C@@H]5O[C@H](CO)[C@@H](O)[C@H](O)[C@H]5O)C(=O)C4(C)C)[C@]3(C)C(=O)C[C@]12C (some centres undefined)
26) COc1ccccc1-n1c(SCC(=O)Nc2ccc3c(c2)OCO3)nc2c(c1=O)SCC2
27) COc1ccc2ccc(OCC(=O)Nc3cc(C)on3)cc2c1
28) c1ccc(-c2csc3ncnc(NCc4ccccn4)c23)cc1
29) O=C(COC(=O)CCN1C(=O)C2CC=CCC2C1=O)Nc1ccc([N+](=O)[O-])cc1 (centres undefined)
30) O=C(/C=C/c1ccc(Cl)c(Cl)c1)NC1=NCCS1
31) O=C(COC(=O)c1cccnc1Cl)Nc1ccc(N2CCCCC2)cc1
32) CCOc1ccc(/C=N/NC(=O)c2ccc(Cn3cc(Br)cn3)o2)cc1
assay / entry	25	26	27	28	29	30	31	32
PvdQ inh	-21	2	-12	-10	-4	-11	-13	7
NSD2 inh	.	.	0	3	-2	12	1	-1
PKA-R2B activ	-8	-7	-6	-9	-6	-1	-3	-4
Arrestin-AP2 inh	-3	24	-1	-87	19	18	-7	-2
Keap1-Nrf2 PPI	-5	-1	-7	5	-4	-4	43*	-1
SR-BI HDL uptake	2	-4	-13	21	-24	15	7	-8
DAGLB inh	-3	2	-1	-4	1	0	1	-1
LANA DNA inh	-0.2	-1.1	1.3	-0.2	0.5	1.4	.	1.0
RTF Ca sens inh	9	9	-7	6	-4	-8	-15	-1
SR-BI uptake up	-2	4	13	-21	24	-15	-7	8

33) CC(C)c1ccc(C(=O)NN2C(=O)C3CCCCC3C2=O)cc1 (centres undefined)
34) O=C1COc2ccccc2N1Cc1c(F)cccc1Cl
35) COc1ccc(CNc2ncnc3sccc23)cc1
36) OC(CNCc1ccc2c(c1)OCO2)COc1ccccc1 (centres undefined)
37) CCc1ccc(NC(=S)NC2CC3CCCC(C2)N3Cc2ccccc2)cc1 (centres undefined)
38) CCCCNC(=O)N1CCN(C(c2ccccc2)c2ccccc2)CC1
39) Cc1ccc(S(=O)(=O)N2CCOCC2)cc1C(=O)N1CCN(S(=O)(=O)c2cccs2)CC1
40) CNC(=O)NC(=O)CSc1ccc(S(=O)(=O)N(C)C2CCCCC2)cn1
assay / entry	33	34	35	36	37	38	39	40
PvdQ inh	1	-11	-9	10	3	-15	-13	-15
NSD2 inh	2	0	-4	20	12	-5	-1	1
PKA-R2B activ	8	-2	-3	-12	4	-1	0	-4
Arrestin-AP2 inh	39	-8	18	-7	28	7	0	12
Keap1-Nrf2 PPI	6	1	-1	0	-1	-5	-2	-4
SR-BI HDL uptake	0	1	4	-17	18	.	.	-7
DAGLB inh	-2	-5	2	-3	-3	-3	0	0
LANA DNA inh	-6.6	3.0	-0.6	1.2	1.0	2.2	0.2	0.7
RTF Ca sens inh	-2	-5	-12	-4	6	-1	-3	-5
SR-BI uptake up	0	-1	-4	17	-18	.	.	7

41) O=C1COc2ccc(C(=O)CSc3ccc(Br)cc3)cc2N1
42) Cc1ccc(-c2[nH]nc3c2C(c2cccnc2)C(C#N)=C(N)O3)cc1 (centres undefined)
43) C=CCN(CC=C)C(=O)CCc1nnc(CCc2c[nH]c3ccccc23)o1
44) CN(C(=O)c1cncc(Br)c1)C1C2CC3CC(C2)CC1C3 (centres undefined)
45) O=C(Nc1ccc(S(=O)(=O)Nc2nccs2)cc1)c1cc(-c2ccncc2)nc2ccccc12
46) Cc1cc(C)nc(SCc2ccc(C(=O)N/N=C/c3cccnc3)cc2)n1
47) Cc1ccc(S(=O)(=O)N2CCOCC2)cc1C(=O)OCC(=O)N1CCCC1=O
48) CC(C)(C)C(=O)NC(n1cnc2c(N3CCOCC3)ncnc21)C(Cl)(Cl)Cl (centres undefined)
assay / entry	41	42	43	44	45	46	47	48
PvdQ inh	-10	-4	-13	6	-3	-3	0	5
NSD2 inh	0	3	5	-3	-3	.	-18	-5
PKA-R2B activ	-2	2	-4	-4	-4	1	1	-3
Arrestin-AP2 inh	-4	6	11	16	3	-12	0	-4
Keap1-Nrf2 PPI	-4	-4	4	-3	-8	-1	-3	1
SR-BI HDL uptake	-4	-9	-10	-1	.	30	0	-31
DAGLB inh	0	4	3	-3	3	0	2	1
LANA DNA inh	0.1	-0.8	-1.6	-0.6	-2.3	1.4	0.1	1.2
RTF Ca sens inh	2	-4	5	-2	-17	-7	9	19*
SR-BI uptake up	4	9	10	1	.	-30	0	31
